Screening data deposited in PubChem BioAssay by The Scripps Research Institute Molecular Screening Center.
ADAM17 inh: inhibits human ADAM17; P78536; recombinant ADAM17, EDANS/DABCYL FRET peptide cleavage; inhibition, % at 6.95 µM; 370,000 compounds, 0.83% hits; AID 720648;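 active = inhibition above the mean of compounds lying between control limits plus 3 SD, set per campaign, cut at about 8.5% in these data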;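 note: 0% = DMSO-only wells as the low control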
LEDGF integ inh: blocks HIV-1 LEDGF/p75-dependent DNA integration; AID 743269; TR-FRET IN-LEDGF/p75 DNA integration, Eu/Cy5; 370,000 compounds, 0.64% hits; inhibition, % at 3.7 µM;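 active = inhibition above the screen-wide mean plus 3 SD, cut at about 13% in these data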;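 note: signal is the Cy5 over europium emission ratio at 671 and 618 nm; 0% = plate median of compound wells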
PLC-gamma1 inh: PLC-gamma1 (human) inhibition, primary screen | P19174 | purified PLC-gamma1, fluorogenic substrate, fluorescence | inhibition, % at 12.2 µM | 370,000 compounds, 0.84% hits | AID 720700; in the data active = inhibition above about 9.5%
ADAM10 inh: inhibitors of human ADAM10; 370,000 compounds, 0.62% hits; recombinant ADAM10, EDANS/DABCYL FRET peptide cleavage, 3 h; AID 720582; inhibition, % at 7 µM; O14672;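 active = inhibition above a per-campaign cutoff equal to the mean of compounds falling between control-based bounds plus 3 SD, cut at about 20% in these data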;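 note: 0% = DMSO wells while the 100% control is not disclosed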
ARFGAP1 inhibitor: inhibits rat ARF GTPase activating protein 1 | Arfgap1-stimulated ARF1 GTP hydrolysis, GDP FP detection | Q62848 | 360,000 compounds, 0.26% hits | inhibition, % at 16.5 µM;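 active = inhibition above a per-plate limit, mean inhibition of low control wells plus 3 SD, cut at about 25% in these data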;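 note: 0% = DMSO wells with enzyme and 100% = wells lacking Arfgap1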
Target sequence (Q62848 1-136 limits assumed): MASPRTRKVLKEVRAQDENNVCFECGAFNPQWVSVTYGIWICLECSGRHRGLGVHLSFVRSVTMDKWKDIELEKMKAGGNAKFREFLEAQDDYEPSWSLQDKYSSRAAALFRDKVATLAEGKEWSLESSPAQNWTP
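System: truncated rat Arfgap1 GAP domain / Medium: HEPES-based buffer, pH 7.5 / Also added: N-terminally truncated human ARF1-GTP substrate / Incubation: enzyme reaction 120 min at 25 °C after 20 min preincubation / Measured by: FP of antibody-bound GDP Alexa 633 tracer, ex 620/em 688 nm / Replicates: singlicate, each compound tested once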
KLK7 zymogen act: activators of human kallikrein-7 zymogen | P49862 | purified proKLK7, EDANS-DABCYL substrate fluorescence; 100% is mature enzyme control, 0% vehicle | activation, % at 7 µM | 370,000 compounds, 0.9% hits | AID 652039;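 active = activation above the mean of all tested compounds plus 3 SD, computed per campaign excluding outliers beyond control limits, cut at about 13% in these data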
DDE Tn6 FP inh: inhibitors of Tn6 peptide binding to human fibrin DD(E); AID 720509; Fibrin DD(E) TRITC-Tn6 fluorescence polarization displacement; P02675; 370,000 compounds, 0.21% hits; inhibition, % at 8.3 µM;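 active = inhibition above a per-campaign cutoff: mean of compounds within control limits plus 3 SD, cut at about 15% in these data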;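 note: 0% = median of all compound wells on the plate and 100% = blocking peptide control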
TDP2 absorb: TDP2 (human) inhibition, absorbance primary screen | O95551 | recombinant TDP2, T5PNP hydrolysis, p-nitrophenol absorbance 415 nm | inhibition, % at 12.8 µM | 370,000 compounds, 0.34% hits;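 active = inhibition above the mean of all tested compounds plus 3 SD, set per campaign, cut at about 25% in these data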;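 note: 0% = DMSO with enzyme and 100% = buffer with substrate but no TDP2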
Target sequence (O95551 whole entry, looked up): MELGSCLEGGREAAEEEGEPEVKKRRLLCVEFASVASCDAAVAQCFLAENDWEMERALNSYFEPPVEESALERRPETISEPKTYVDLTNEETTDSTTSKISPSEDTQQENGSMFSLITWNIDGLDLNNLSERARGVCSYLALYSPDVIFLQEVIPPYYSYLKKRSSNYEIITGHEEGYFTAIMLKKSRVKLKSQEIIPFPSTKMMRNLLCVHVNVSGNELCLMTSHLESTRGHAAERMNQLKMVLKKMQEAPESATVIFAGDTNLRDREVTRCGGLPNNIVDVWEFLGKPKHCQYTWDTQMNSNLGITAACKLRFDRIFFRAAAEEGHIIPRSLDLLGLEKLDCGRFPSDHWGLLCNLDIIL
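Incubation: 2 h at 37 °C; Test system: recombinant human TDP2; Quantity: enzyme 120 nM; Read-out basis: percent inhibition; Medium: 50 mM Tris-HCl pH 7.5 with Mg2+, KCl, DTT, BSA; Repeats: single replicate; Compound: 12.8 µM single point, 1% DMSO; Signal: epi absorbance; Reagent: 5 mM T5PNP chromogenic substrate; Benchmarks: no-enzyme high, DMSO-plus-enzyme low.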
ASAP1 GAP inh: inhibitors of human ASAP1 ArfGAP activity. 360,000 compounds, 0.19% hits. AID 624377. ASAP1-stimulated ARF1 GTP hydrolysis, GDP FP detection. inhibition, % at 16.5 µM; in the data active = inhibition above about 25%;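 note: 0% = vehicle with enzyme and substrate and 100% = no enzyme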
Target sequence (Q9ULH1 325-724 limits assumed): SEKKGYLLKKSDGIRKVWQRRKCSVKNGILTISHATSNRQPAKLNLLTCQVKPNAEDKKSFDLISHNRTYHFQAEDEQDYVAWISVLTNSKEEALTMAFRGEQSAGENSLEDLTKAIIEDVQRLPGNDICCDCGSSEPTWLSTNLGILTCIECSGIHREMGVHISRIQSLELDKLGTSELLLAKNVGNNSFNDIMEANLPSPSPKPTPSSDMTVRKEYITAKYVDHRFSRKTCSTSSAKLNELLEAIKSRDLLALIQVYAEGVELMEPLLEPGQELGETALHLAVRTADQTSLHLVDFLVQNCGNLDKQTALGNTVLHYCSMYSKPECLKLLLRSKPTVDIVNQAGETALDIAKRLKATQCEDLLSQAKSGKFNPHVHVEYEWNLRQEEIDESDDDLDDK
Tn7 DDE FP: DD(E)-Tn7 binding inhibition, primary FP screen; P02675; FP displacement of FITC-Tn7 peptide from fibrin DD(E); 0% = median of compound wells per plate; inhibition, % at 8.3 µM; 370,000 compounds, 0.13% hits; AID 720508;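 active = inhibition above the mean of compounds falling within the control limits plus 3 SD of them, cut at about 14% in these data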;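 note: 0% = plate median of compound wells and 100% = 10 µM Aha-Tn7 peptide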
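Assay system: Human clot-derived fibrin DD(E) complex | Buffer or medium: Tris/NaCl/CaCl2 buffer, pH 7.8 | Repeats: One replicate per compound | Benchmarks: Aha-Tn7 high control | Measure: % inhibition scaled between sample-field median and high-control FP | Schedule: 10 min plus 3 h, room temperature | Signal: Fluorescence polarization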
* = called active by the depositor; i = inactive.

mol	ADAM17 inh	LEDGF integ inh	PLC-gamma1 inh	ADAM10 inh	ARFGAP1 inhibitor	KLK7 zymogen act	DDE Tn6 FP inh	TDP2 absorb	ASAP1 GAP inh	Tn7 DDE FP
CSc1nnc(N2C(=O)C(O)=C(C(=O)c3ccco3)C2c2ccccc2F)s1 (centres undefined)	-5	2	-151	-10	-10	-0.5	5	2	-3	2
O=C(Nc1ccnn1C1CCN(CC2CC=CCC2)CC1)c1ccccc1 (centres undefined)	-1	6	9	11	4	0.2	-4	-9	8	-2
O=C(Nc1cccnc1)c1cc(-c2ccc(Cl)c(Cl)c2)on1	-3	2	0	-3	9	0.5	1	5	8	1
Cn1c(CC(=O)Nc2ccccc2Cl)nnc1SCC(=O)NC1CCCCC1	-5	-6	3	-11	-2	0.4	-12	-19	15	1
O=C(O)c1ccc2c3c(cccc13)C(=O)N(OS(=O)(=O)c1ccccc1)C2=O	-30	3	-329	-72	6	105*	-6	0	0	2
O=C(CSc1nc2ccccc2[nH]1)Nc1cc(C(F)(F)F)ccc1N1CCOCC1	3	-1	2	10	6	0.7	-7	-2	15	-2
COc1ccc(N(CC(=O)N2CCN(c3cccc(C)c3)C(C)C2)S(=O)(=O)c2c(C)n[nH]c2C)cc1 (centres undefined)	1	1	0	8	11	-0.4	-14	7	8	2
COc1cc(-c2cc(N3C(=O)Nc4ccccc4N3O)n[nH]2)cc(OC)c1OC	-1	0	1	0	-3	-0.5	-2	0	7	4
C/C(=C/c1oc2ccc(O)cc2c1[N+](=O)[O-])N(C)C	-9	1	-22	-40	6	0.6	9	-1	-1	3
C#CCNC(=O)C[C@@H]1C[C@@]2(C(=O)OCC)CCCC=C2N(Cc2ccccc2)C1=O	1	19*	4	10	-1	0.5	5	2	-5	-1
O=C(NCc1cccs1)C1CCN(c2nc3ccccc3o2)CC1	2	0	9.7*	4	1	0.3	-4	-4	6	-2
CCOCCc1nnc(NC(=O)C2CCN(C(=O)c3ccco3)CC2)s1	-3	1	1	0	-4	-0.5	-2	16	-7	-2
O=C(Nc1cccc(Cl)c1)c1ccccc1	4	0	3	2	-6	-0.3	6	5	-5	-8
O=C(CSc1nnc(-c2ccc(O)cc2)o1)Nc1ccccc1	0	4	0	1	0	0.1	-1	1	4	6
Cc1ccccc1C(=O)N1CCN(c2ccc([N+](=O)[O-])c(NCc3ccco3)c2)CC1	2	-4	-2	4	-11	0.0	2	-7	-16	4
CNNC(=S)Nc1ccc(Cl)cc1	-7	1	1	-1	-7	0.3	9	1	8	6
O=S(=O)(/N=C(/Nc1nc2ccccc2s1)c1ccccc1)c1ccc(F)cc1	-2	3	-10	4	-5	0.2	-12	11	3	8
CCCCCCCCS(=O)C1CS(=O)(=O)CC1O (centres undefined)	-4	3	4	10	-9	0.1	5	-1	-3	-4
Fc1ccc2nc(N3CCCCC3)sc2c1	-6	0	0	-5	11	0.6	8	6	2	1
COc1ccc(CNC(=O)C(OC(=O)c2cccs2)C(C)C)cc1 (centres undefined)	2	6	3	-7	-5	0.2	2	9	-17	-1
Cc1cc(C(=O)OCC(=O)c2c(N)n(C)c(=O)n(C)c2=O)c(C)n1-c1ccccc1	-5	2	-2	3	2	0.1	1	6	-5	2
COC(=O)COc1ccc(C2NC(=O)NC(c3ccccc3)=C2C(C)=O)cc1Br (centres undefined)	0	0	-1	3	10	-0.3	-5	11	1	-7
CCn1c(=O)c(C(=O)NCc2ccccn2)c(O)c2ccccc21	-4	2	2	-11	-8	-0.2	6	-5	7	2
O=C(COC(=O)CN1C(=O)NC2(CCCC2)C1=O)Nc1ccc(C(F)(F)F)cc1[N+](=O)[O-]	1	-2	-1	-3	-5	0.0	7	4	-19	2
O=C(NCCc1ccc(Cl)cc1)C1=CC=CN2CCS(=O)(=O)N=C12	-109	3	-107	-382	-3	2.9	-2	9	-8	-6
O=C(NCCc1c[nH]c2ccccc12)OC1CC2CC1[C@H]1CCCCN1C2=O (some centres undefined)	-5	-3	2	-2	7	-0.5	2	14	-2	0
CS(=O)(=O)N1N=C(c2ccccc2)CC1c1ccc2nccnc2c1 (centres undefined)	0	-2	1	4	6	0.3	4	-5	1	2
COc1ccc(Br)cc1C1N2CC3(C)CN1CC(C)(C2)C3=O (centres undefined)	-7	-2	-1	-2	3	0.0	1	4	-8	-4
Cc1cccc(NC2=Nc3ccccc3N3C2=Nc2c(c(C)nn2-c2ccccc2)C3c2ccc(O)c(O)c2)c1 (centres undefined)	-7	-7	i	-20	21	-7.5	-4	-16	6	-10
Oc1ccc(N2CCN(C(c3cccnc3)c3nnnn3Cc3ccccc3)CC2)cc1 (centres undefined)	-2	-1	1	-1	-6	0.6	0	5	0	0

One compound at a time (already shown).
O=C(NCCc1ccc(Cl)cc1)C1=CC=CN2CCS(=O)(=O)N=C12 across the screens: ADAM17 inh: -109; LEDGF integ inh: 3; PLC-gamma1 inh: -107; ADAM10 inh: -382; ARFGAP1 inhibitor: -3; KLK7 zymogen act: 2.9; DDE Tn6 FP inh: -2; TDP2 absorb: 9; ASAP1 GAP inh: -8; Tn7 DDE FP: -6
O=C(CSc1nc2ccccc2[nH]1)Nc1cc(C(F)(F)F)ccc1N1CCOCC1 across the screens: ADAM17 inh: 3; LEDGF integ inh: -1; PLC-gamma1 inh: 2; ADAM10 inh: 10; ARFGAP1 inhibitor: 6; KLK7 zymogen act: 0.7; DDE Tn6 FP inh: -7; TDP2 absorb: -2; ASAP1 GAP inh: 15; Tn7 DDE FP: -2
Cn1c(CC(=O)Nc2ccccc2Cl)nnc1SCC(=O)NC1CCCCC1 across the screens: ADAM17 inh: -5; LEDGF integ inh: -6; PLC-gamma1 inh: 3; ADAM10 inh: -11; ARFGAP1 inhibitor: -2; KLK7 zymogen act: 0.4; DDE Tn6 FP inh: -12; TDP2 absorb: -19; ASAP1 GAP inh: 15; Tn7 DDE FP: 1

Next section
compound	ADAM17 inh	LEDGF integ inh	PLC-gamma1 inh	ADAM10 inh	ARFGAP1 inhibitor	KLK7 zymogen act	DDE Tn6 FP inh	TDP2 absorb	ASAP1 GAP inh	Tn7 DDE FP
CC(=O)c1cccc(NC(=O)NCCc2c[nH]c3ccccc23)c1	3	4	1	-1	-5	0.2	0	-3	1	-5
CCC1Sc2ccc(S(=O)(=O)CCC(=O)Nc3ccccc3Cl)cc2NC1=O (centres undefined)	-3	1	-2	-1	-13	-0.5	-1	20	15	7
NC(=O)C1CCN(C(=O)CCNS(=O)(=O)c2cc(Br)cnc2N)CC1	-13	0	0	-35	14	0.8	4	-9	4	1
CC1(c2nnc(Cc3ccccc3)o2)CC(c2cccnc2)=NO1 (centres undefined)	-6	92*	-1	-16	13	1.5	-6	5	2	0
COc1ccc(CNc2cc(C)ccc2C)c(OC)c1OC	2	-1	1	6	0	0.1	3	-9	7	-8
CC(=O)Nc1ccc(S(=O)(=O)Oc2cccc(N3C(=O)C4CC=CCC4C3=O)c2)cc1 (centres undefined)	0	0	1	-3	-1	0.5	7	2	-3	1
O=C(CSC(=S)N1CCOCC1)Nc1ncc2c(n1)CCCC2=O	-2	1	1	3	1	0.2	7	-4	1	8
O=C(CSc1ccc(Cl)cc1)NCC1CCCO1 (centres undefined)	-3	1	-2	-4	2	0.2	-2	-3	3	4
O=C(CSc1nnc(-c2ccncc2)o1)Nc1ccccc1Cl	-2	-2	-1	-1	-6	-0.3	-2	-2	4	0
O=C(NCC(=O)N(c1ccc(F)cc1)C(C(=O)NCC1CCCO1)c1ccccc1)c1ccco1 (centres undefined)	-7	4	3	-2	-2	0.2	-2	15	1	3
Cc1nc(C)c(C(=O)N/N=C/c2ccco2)s1	3	4	8	9	-6	-0.5	2	-18	6	-6
COc1cccc(OCc2nnc(SCC(=O)NCc3ccco3)n2C)c1	-4	2	2	-3	-3	-0.3	-2	1	1	7
N#Cc1ccccc1NC(=O)CSc1n[nH]c(-c2ccco2)n1	-1	-2	-5	-5	0	-0.2	7	32*	-10	2
CC(=O)c1cccc(OCC(=O)Nc2ccccc2N2CCOCC2)c1	0	-1	0	-7	-8	0.2	0	1	4	0
CCOC(=O)C1=CCN(S(=O)(=O)c2ccc(F)cc2)C1c1ccccc1 (centres undefined)	5	2	6	6	-6	-0.8	4	-1	12	0
Cc1ccc(N2CC(O)(c3cccs3)[N+]3=C2CCCC3)cc1 (centres undefined)	-4	-1	-1	-5	1	0.3	-3	2	1	-4
CCCCNCC(=O)Nc1ccc(NC(=O)CNCCCC)cc1	-2	-4	-17	-4	8	0.2	12	-14	3	0
CC(C)(C)Nc1nc(NCc2cccnc2)nc(N2CCOCC2)n1	-5	-1	2	1	0	0.0	-9	-1	-2	-2
Clc1ccc(/C=N/N2CCN(Cc3ccccc3Cl)CC2)cc1	-7	0	-2	-1	15	-0.1	-9	3	5	1
Cc1ccc(Sc2ccc(NC(=O)CCl)cc2)c(C)c1	3	1	1	8	9	0.2	-1	6	3	-10
Cc1nn(CC(C)C)c(Cl)c1C(=O)NCC(C)(C)N1CCOCC1	2	-2	-2	1	4	0.4	6	-2	-2	-1
Cc1cccc(N(CC(N)=O)S(C)(=O)=O)c1C	-207	0	2	-11	-5	-0.5	-3	1	2	-1
